# Bioassay records deposited in PubChem by several laboratories.
# HePTP inhibitor: inhibitors of human HePTP phosphatase | actives 0.64% (n = 110,000) | AID 521 | recombinant HePTP phosphatase activity, OD absorbance | P35236 | inhibition, % at 20 µM; in the data active means inhibition above about 50%;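 further: plate controls were vehicle for no effect and reference inhibitor for full effect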
# Target sequence (P35236 whole entry, looked up): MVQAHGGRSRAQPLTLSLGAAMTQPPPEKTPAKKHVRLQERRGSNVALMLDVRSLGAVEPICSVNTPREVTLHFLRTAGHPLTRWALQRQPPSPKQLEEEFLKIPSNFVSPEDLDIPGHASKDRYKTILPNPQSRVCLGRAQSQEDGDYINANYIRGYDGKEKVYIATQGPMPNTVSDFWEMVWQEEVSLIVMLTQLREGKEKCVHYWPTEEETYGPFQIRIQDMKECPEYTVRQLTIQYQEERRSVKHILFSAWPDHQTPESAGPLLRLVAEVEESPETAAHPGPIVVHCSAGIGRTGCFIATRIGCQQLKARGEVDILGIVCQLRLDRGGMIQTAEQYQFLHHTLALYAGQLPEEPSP
# BAP1 inh: inhibitors of human BAP1 deubiquitinase; Q92560; recombinant BAP1, Ub-AMC hydrolysis fluorescence kinetic; hits give low values; activity remaining (% of control), % at 20 µM; actives 0.48% (n = 72,000); AID 436;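 active means activity remaining at or below 50% of control, provided the compound also passes the data quality filters; inactive means the rest, including low values that fail the filters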;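 further: 100% = DMSO wells rate and 0% = substrate alone blank rate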
# The depositor's hits bear a star; nt = no result given; & = joins results of further samples.
HePTP inhibitor	BAP1 inh	Structure
1	94	COc1ccccc1NC(=O)c1[nH]c(C)c(C(C)=O)c1C
10	78	O=C1C(Cl)=C(N2CCCCCC2)C(=O)N1c1ccccc1
4	127	NC(=O)c1ccsc1NC(=O)CSc1ccccc1F
4	99	Cc1nc(NCC2CCCO2)nc2c1C(=O)CC(C)C2 (stereo not given)
8	nt	COc1cc(/C=C2\C=C(c3ccc(Br)cc3)OC2=O)c([N+](=O)[O-])cc1OC
8	nt	COc1cc(C(=O)Nc2c(Cl)cccc2Cl)cc(OC)c1OC
-1	96	CCOC(=O)c1sc(NC(=O)CSc2nnnn2-c2ccccc2)nc1C
6	102	O=C(NCc1cccnc1)c1nnc(Cc2ccc(F)cc2)o1
3	115	Nn1cc(-c2ccccc2)nc1SCC(=O)N1CCN(S(=O)(=O)c2ccc(Cl)cc2)CC1
4	97	CC1CCCCN1S(=O)(=O)c1ccc(C(=O)Nc2nnc(-c3cccs3)o2)cc1 (stereo not given)
21	98	CSc1ccc(Cl)c(C(=O)OCC(=O)NCc2ccco2)c1
2	64	CC1=C(C(=O)OC2CCCCCC2)C(c2ccc(C)o2)C2=C(CCCC2=O)N1 (stereo not given)
-2	nt	COCCCNC(=O)CN(c1ccc(Br)cc1)S(C)(=O)=O
1	95	O=C(CN1CCN(c2ccc(F)cc2)CC1)N1CCOCC1
-11	89	CCOCCCNC(=O)Cn1cc2c(n1)CCCC2
10&-10	77	CCN(CC)c1nc(N)nc(NS(=O)(=O)c2ccc(Cl)cc2)n1
10	126&85	Cc1ccc(Cl)c(Nc2ccccc2C(=O)O)c1Cl
3	nt	COc1cccc(OCCCOc2c(C)cccc2C)c1
nt	93	COc1ccccc1N1CCN(CCN2C(=O)CC3(CCCC3)CC2=O)CC1
58*	nt	O=C(/C=C\c1ccco1)Oc1ccc(/C=N\NC(=O)c2cncc(Br)c2)cc1
5	nt	Cc1onc(-c2ccccc2)c1C(=O)Nc1nnc(-c2ccncc2)s1
8	101	COCC(C)NS(=O)(=O)c1ccc(OC)cc1 (stereo not given)
nt	207	CCCCc1nnc2n1N=C(c1ccc(Br)cc1)CS2
-5	nt	Cn1c(=O)c2ncn(CC(=O)NCCOc3ccc(C(C)(C)C)cc3)c2n(C)c1=O
4	54	Cc1c(-c2nc(N)nc(Nc3ccccc3F)n2)oc2ccccc12
6	96	CCCOC(=O)C1C2C=CC3(CN(c4ccc(Cl)c(F)c4)C(=O)C13)O2 (stereo not given)
-3	nt	O=C(O)c1cccc(NC(=O)c2cccc(Br)c2)c1
3	nt	CCN1CCCC1Cn1cnc2c([nH]c3ccc(C)cc32)c1=O (stereo not given)
-7	93	Nn1c(SC/C=C/c2ccccc2)nnc1-c1ccco1
2	101	CC12CCC(C(=O)N(c3ccccn3)c3ccccn3)(OC1=O)C2(C)C (stereo not given)
2	nt	Cc1cc(N(C)Cc2ccccc2)nc(-c2ccccc2)n1
-3	nt	CCc1ccccc1NS(=O)(=O)c1cccs1
-2	105	CCn1c(COc2ccccc2C)nnc1SCC(=O)N1CCC(C)CC1
12	98	Cc1cccc(C)c1NC(=O)N1CCN(C2CCCCC2)CC1
5	82	CCc1ccc(-c2nnn(Cc3nc4ccccc4s3)n2)cc1
3	104	COc1cccc(-c2nc(CS(=O)CC(=O)NC3CCCC3)c(C)o2)c1 (stereo not given)
-3	105	COC(=O)C1C(=O)C2=C(CC1C)NC(=O)CC2c1cccc(C)c1 (stereo not given)
0	87	CCC(CC)C(=O)NCCc1cc2c(C)ccc(C)c2[nH]c1=O
11	65	O=C(NC1(C(F)(F)F)C(=O)Nc2c1c(=O)[nH]c(=O)n2Cc1ccco1)C1CCCCC1 (stereo not given)
-12	nt	Cc1cc([N+](=O)[O-])ccc1NCc1ccco1
7	91	CCc1nc2oc3ccccc3c(=O)c2c(=O)n1Cc1ccc(OC)cc1
9	101	Cc1ccc(C)c(NC2=CC(=O)CC(C)(C)C2)c1C#N
2	113	COc1ccc(Cn2c(=O)oc3ccc(C)cc32)cc1OC
9	70	Cc1ccc(NC(=O)Cn2c(=O)n(Cc3ccco3)c(=N)c3c4c(sc32)COC(C)(C)C4)cc1
15	nt	O=C(NCc1ccco1)c1nc2nc(-c3cccs3)cc(C(F)(F)F)n2n1
-8	114	CN1C(=O)CC(N2CCN(c3ccc(Cl)c(Cl)c3)CC2)C1=O (stereo not given)
2	nt	CC1=NN(C(=O)OC(C)(C)C)C(O)(c2ccc(C)cc2)C1 (stereo not given)
5	nt	COc1ccc(C(=O)Nn2cc3cc([N+](=O)[O-])ccc3n2)cc1
-2	87	COc1ccc(S(=O)(=O)N(C)CC(=O)Nc2ccccc2SC)cc1Cl
9	63	Cc1ccc(-c2cc(C(=O)NCc3ccc4c(c3)OCO4)no2)cc1
-4	100	CC(=O)c1ccc(C#CC(C)(C)O)s1
-3	70	COc1ccc2cc(C(c3nnnn3C(C)(C)C)N3CCSCC3)c(=O)[nH]c2c1 (stereo not given)
6	nt	O=c1cc(N2CCOCC2)c2ccccc2o1
2	93	CNC(=O)CN(c1ccc(OC)cc1)S(=O)(=O)c1ccc(F)cc1
0	nt	COc1ccc(NC(=O)C2CCCN(CCCc3ccccc3)C2)cc1OCC(C)C (stereo not given)
6	79	C=CCn1c(C)cc(C(=O)CSc2nc3ccccc3o2)c1C
4	95	CC(C(=O)N1CC2(C)CC1CC(C)(C)C2)N1C(=O)c2ccccc2C1=O (stereo not given)
8	93	COc1cc(NC(=O)c2ccc(Br)o2)c(C(=O)O)cc1OC
4	nt	O=C(NNC(=O)c1ccco1)c1ccco1
3	nt	O=C(O)c1ccc(CSc2nnnn2C2CCCCC2)cc1

# Continuation.
HePTP inhibitor	BAP1 inh	Structure
-1	nt	Cc1cc(C)nc(SCC(=O)NC2=NC(=O)C(C)S2)n1 (stereo not given)
9	71	c1cncc(-c2nnc(SCCSc3nnc(-c4cccnc4)o3)o2)c1
8	nt	Cc1n[nH]c(C)c1Sc1ccccc1N=Cc1ccc(C(C)C)cc1
0	nt	Cc1cc(O)cc2c(=O)c3ccccc3sc12
-3	nt	CC(/C=C/c1ccco1)=N\NC(=O)c1cccc(F)c1
4	94	Cn1c(C2CCCN2C(=O)OC(C)(C)C)n[nH]c1=S (stereo not given)
5	nt	Cc1ccc(NC2=NC3(CCCCC3)N=C(N)N2)cc1
-22	nt	O=C(Nc1ccc(O)c(-c2nc3ccccc3o2)c1)c1cc2ccccc2oc1=O
5	102	Cc1cc(NC(=O)CSc2nc(-c3cccnc3)ccc2C#N)no1
-5	nt	CC(NC(=O)C(=O)Nc1cccc(C(F)(F)F)c1)c1ccccc1 (stereo not given)
-9	104	O=C(NCc1ccc2c(c1)OCO2)c1cnc2n(c1=O)CCS2
8	101	CCn1c(Cc2ccccc2)nnc1SCC(=O)NC(C)(C)C
8	90	COc1ccccc1CNC(=O)C1COc2ccccc2O1 (stereo not given)
16	96	CCC(=O)N1C(=O)CCN(C(C)=O)c2ccccc21
1	nt	Cc1ccc(N(CC(=O)N2CCCC2)S(=O)(=O)c2ccc(F)cc2)cc1
4	65	CC(C)C(NC(=O)c1ccccc1)C(=O)NCc1ccccn1 (stereo not given)
nt	96	O=S(=O)(O)C1CCNCC1
-2	nt	N#C/C(=C\c1cccs1)c1nc2ccccc2s1
-5	nt	COc1ccc(C2CC(C(F)(F)F)n3nc(C(=O)N4CCN(Cc5ccccc5)CC4)cc3N2)cc1 (stereo not given)
6	114	CC(=O)Nc1ccc(C(=O)CS(=O)(=O)c2ccc(C)cc2)cc1
5	95	COc1ccc(OC)c(NC(=O)CCN2CC(C)OC(C)C2)c1 (stereo not given)
nt	75	O=C(Nc1ncn[nH]1)c1ccco1
10	66	CCOC(=O)N1CCC(NC(=O)c2cnn3cccnc23)CC1
8	89	COc1ccc(N(CC(=O)Nc2ccc3c(c2)OCO3)S(=O)(=O)c2c(C)nn(C)c2C)cc1
11	nt	O=c1[nH]c2cc3c(cc2cc1C(c1nnnn1Cc1ccccc1)N1CCCc2ccccc21)OCO3 (stereo not given)
13	68	Cc1ccc2[nH]c3c(c2c1)CN(C(=O)CN1CCN(c2cccc(C)c2C)CC1)CC3
11	nt	O=c1[nH]c(/C=C/c2ccco2)nc2ccccc12
5	76	CC1CCCc2sc3nc(NCc4ccco4)n4ncnc4c3c21 (stereo not given)
6	nt	COc1cc(NS(=O)(=O)c2ccc(NC(=O)c3ccc4ccccc4c3)cc2)nc(OC)n1
4	107	O=C(N1CCCCCC1)N1CCN(S(=O)(=O)N2CCOCC2)CC1
10	nt	O=C1/C(=C/c2cc3c(cc2[N+](=O)[O-])OCO3)Sc2ccccc21
4	nt	Cc1cccc(C)c1NC(=O)C1(N(Cc2ccco2)C(=O)CC2NC(=O)NC2=O)CCCCC1 (stereo not given)
78*	nt	CCOC(=O)c1c(NC(=O)C2CC2c2ccccc2)sc2c1CCC2 (stereo not given)
-1	nt	C=CCNC(=S)Nc1c(C)n(C)n(-c2ccccc2)c1=O
-8	nt	COc1ccc(NC(=O)C(NC(=O)c2ccccc2)C23CC4CC(CC(C4)C2)C3)cc1 (stereo not given)
11	97	Cc1ccc(OCCN2CCN(C(=O)CCC(=O)Nc3nnc(C(C)C)s3)CC2)cc1
7	nt	CC(=O)Oc1ccc(/C=c2/sc3nc(-c4ccc(C(C)(C)C)cc4)nn3c2=O)cc1
8	nt	COc1ccc(S(=O)(=O)N2CCN(Cc3cccc(C)c3)CC2)cc1
-3	nt	C#CCOc1c(Cl)cc(/C=C2\C(=O)NC(=O)N(c3ccc(C)cc3)C2=O)cc1OCC
11	105	CCN1C(=O)CSc2ccc(C(=O)NCc3ccco3)cc21
102*	nt	Cc1sc(NC(=O)CCC2CCCCC2)nc1-c1ccccc1
9	82	CC(C(=O)N1CCOCC1)N1C(=O)c2ccccc2C1=O (stereo not given)
8	nt	C=CCN1C(=O)/C(=C/c2ccc(O)c(OC)c2)S/C1=N\c1nnc(CC)s1
-1	nt	COC(=O)c1c(C)oc2ccc(OC(=O)c3ccccc3)cc12
nt	72	CC[n+]1c(C=C2C=C(C)CC(C)(C)C2)oc2ccccc21
4	89	COCCN(C(C)=O)c1nnc(-c2ccccn2)s1
8	nt	COc1ccc(C(=O)Oc2ccc([N+](=O)[O-])cc2)cc1S(=O)(=O)N1CCOCC1
-13	nt	Cc1nnc(SCCC(=O)Nc2nc(-c3ccccc3)ns2)s1
12	326	COc1ccc2c(c1)c(=O)oc1cc(OCC(=O)NC3CC3)ccc12
6	111	COc1ccc(Nc2nc(N)nc(CN3CCOCC3)n2)cc1
9	nt	O=C(c1ccccc1F)N1CCN(c2ccc(C(F)(F)F)cc2[N+](=O)[O-])CC1
-9	96	COc1ccccc1C1=NOC(Cn2c(=O)c3c(ncn3C)n(C)c2=O)C1 (stereo not given)
-15	nt	CC12C(=O)C(C)(C(c3ccccc3)=C1c1ccccc1)C1C(=O)N(c3ccc(Cl)cc3)C(=O)C12 (stereo not given)
2	61	COc1ccc(C2CC(=O)N3CN(c4ccc(C)c(Cl)c4)CSC3=C2C#N)cc1 (stereo not given)
-12	nt	O=C(CCC(=O)N1CCN(Cc2ccccc2)CC1)N1CCOCC1
1	77	NS(=O)(=O)c1ccc(NC(=O)CCc2ccccc2)cc1
11	nt	O=C(NC(C(=O)c1ccccc1)N1CCOCC1)c1ccco1 (stereo not given)
-8	133	Cc1nn(Cc2ccccc2)c(C)c1CCC(=O)O
0	nt	O=C(c1cc2n(n1)C(C(F)(F)F)CC(c1cccs1)N2)N1CCCC1 (stereo not given)
-10	101	CCCCNC(=O)C1CC(=O)N(CCC(C)C)C1 (stereo not given)

# The results go on:
HePTP inhibitor	BAP1 inh	Structure
12	nt	COc1ccc(N=Cc2ccc([N+](=O)[O-])s2)c([N+](=O)[O-])c1
10	nt	COc1ccccc1N(CC(=O)NCc1ccncc1)S(=O)(=O)c1ccccc1
4	117	CCOC(=O)C(C)n1cnc2c(cnn2-c2ccc(Cl)cc2)c1=O (stereo not given)
7	nt	Cn1c(C(=O)N2CCN(C(=O)c3ccco3)CC2)cc2c(=O)n3ccccc3nc21
4	100	CCCC(=O)N(c1ccc(OC)cc1)C1C=CS(=O)(=O)C1 (stereo not given)
2	nt	O=C(Cc1ccc([N+](=O)[O-])cc1)N/N=C/c1ccccn1
-4	nt	Cc1cc(I)ccc1NC(=O)COc1cccc(C)c1C
51*	nt	O=C(N/N=C\c1ccc([N+](=O)[O-])o1)c1nc(-c2ccccc2)cc(-c2ccccc2)n1
0	116	Cc1cc(Cl)ccc1OCCCC(=O)N1CCOCC1
